# Tb PFK inh: T. brucei PFK enzyme inhibition | 330,000 tested, 0.17% active | Potency, µM (series often up to 57.5 µM), inactives show top-dose activity, negative = inhibition, hits mostly inhibitors | T. brucei PFK, ADP-Glo luminescence;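 further: potency means the concentration at half of the fitted maximal effect; 0% = uninhibited 1x PFK enzyme wells and -100% = no-enzyme wells; nearly all actives have a fitted effect of over 60% in size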
#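 PFK 1.25 nM, F6P 0.5 mM, ATP 0.1 mM, 0.1 M TEA pH 8.0, 5 mM MgCl2, 0.01% Tween20, 0.1% BSA; 45 min RT. ADP-Glo readout. qHTS titration up to 57 uM; curves fitted, compounds curve-classed.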
# TCR activator: activates T cell receptor signaling; Potency, µM (titrated, usually from 9.22 µM), without a hit: at the highest dose activation of IL-2 secretion, hits mostly activators; 330,000 tested, under 10 active; primary human leukocytes, anti-CD3, IL-2 HTRF, 48 h; further: % of control where 0% means no effect
#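 Primary human leukocytes incubated 48 hr with anti-CD3 beads plus compound, without co-stimulation. Secreted IL-2 measured by HTRF (europium cryptate/d2 anti-IL-2 pair, 320 nm excitation, 665 nm emission).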
# TSG101-PTAP inh: blocks PTAP/TSG101 interaction to inhibit HIV-1 budding | Q99816 | Fluorescence polarization, FITC-PTAP peptide / Tsg101 binding | Potency, µM (doses to about 115 µM), without a hit: at the highest dose activity change, negative = inhibition, most hits filed as inhibitors | 340,000 tested, under 10 active | AID 493005; active means well fitted inhibition curve with a large enough effect in the main read-out, with a control signal flat, not every such curve was filed as active; inconclusive means small, poorly fitted or top-dose-only effect, or effect the other way, or a change in a side signal; inactive means no such curve, though single readings can be large or run the other way; further: potency means the concentration at half of the fitted maximal effect; % of control where 0% means no effect
# Target sequence (Q99816 whole entry, looked up): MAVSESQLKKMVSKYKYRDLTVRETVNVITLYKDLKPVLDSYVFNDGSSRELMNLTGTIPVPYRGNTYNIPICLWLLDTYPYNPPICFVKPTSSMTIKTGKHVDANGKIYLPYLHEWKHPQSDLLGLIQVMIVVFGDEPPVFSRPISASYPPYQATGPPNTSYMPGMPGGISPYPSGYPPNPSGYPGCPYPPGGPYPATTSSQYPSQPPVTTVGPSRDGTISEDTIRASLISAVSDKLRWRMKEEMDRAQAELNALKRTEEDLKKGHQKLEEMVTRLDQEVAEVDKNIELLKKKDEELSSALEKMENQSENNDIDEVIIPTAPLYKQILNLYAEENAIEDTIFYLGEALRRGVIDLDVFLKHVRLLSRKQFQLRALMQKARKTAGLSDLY
#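 Tsg101 binding domain (10 uM final) was mixed with compound and a FITC-labeled PTAP peptide (50 nM final) in HEPES pH 7.5 buffer with NaCl, Tween 20, EDTA and TCEP; fluorescence polarization was read after 20 min at r.t.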
# a7 integrin act: integrin-mediated muscular dystrophy alleviation activation. AID 624291. Potency, µM (top dose mostly 38.3 µM), for the others: top-dose activation, hits mostly activators. alpha7betagal myoblasts, beta-gal FDG fluorescence, 48 h. 350,000 tested, 0.064% active;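 further: potency means the concentration at half of the fitted maximal effect; 100% = response of the positive control SU9516; nearly all actives have a fitted effect of over 60% in size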
#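 Alpha7betagal+/- myoblasts (passage 13) were plated 16-24 hr, then exposed to compounds (1:260 dilution of DMSO stock) for 48 hours at 37C. After MPER lysis, β-galactosidase reporter activity was read as FDG fluorescence (ex 480/em 540) after 30 minutes.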
# ELG1 repair inh: ELG1-dependent DNA repair inhibition | HEK293T ELG1-luciferase reporter, luminescence, 16 h; DNA damage induced by 5-fluorouridine | 330,000 tested, 2.3% active | Potency, µM (top dose mostly 46.1 µM), without a hit: top-dose activity change, negative = inhibition, hits mostly inhibitors; further: potency means the concentration at half of the fitted maximal effect; on the % scale 0 is the no-effect control and ±100 the full control effect; nearly all actives have a fitted effect of over 55% in size
#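 HEK293T cells expressing luciferase-tagged ELG1 (2,000/well) received 5-Fluorouridine plus compound or DMSO for 16 hr at 37 °C. Luciferase was read by ONE-Glo luminescence after 30 min at room temperature.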
# A-T KAP1 phos: candidate therapy for ataxia-telangiectasia; AID 485349; Potency, µM (doses to about 57.5 µM), without a hit: at the highest dose activation, usual class: activators; 320,000 tested, 0.19% active; […] A-T fibroblasts, KAP-1 phosphorylation AlphaLISA; neocarzinostatin DNA damage 30 min before lysis; further: potency means the concentration at half of the fitted maximal effect; % of control where 0% means no effect; nearly all actives have a fitted effect of over 45% in size
#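 hTERT-immortalized A-T patient fibroblasts ([…]), 500 cells/well in OPTI-MEM, 1% FBS, got compounds for 60 min, then NCS for 30 min at 37C. Lysates were then assayed for phospho-KAP-1 by AlphaLISA (anti-pKAP1 donor, anti-KAP1 acceptor beads), 6 hr at 25C.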
# BCR signal inh: inhibitors of chronic active B-cell receptor signaling; AID 493014; 340,000 tested, 0.05% active; ABC-DLBCL IkBa-CBG/CBR reporter, luminescence ratio, 4 h; Potency, µM (series often up to 46.1 µM), for the others: at the top dose ratio change, negative = lower green/red ratio, usual class: inhibitors; active means well fitted inhibition curve with a large enough effect in the signal ratio, with a control signal flat, not every such curve was filed as active; inconclusive means small, poorly fitted or top-dose-only effect, or effect the other way, or a change in a side signal; the % refers to the signal ratio;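 further: potency means the concentration at half of the fitted maximal effect; plate controls were basal doxycycline-induced cells for no effect and cells given 10 µM MG132 for full effect; MG132 reads +100%, hits lower the ratio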
#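 Cell line TMD8 (human ABC DLBCL), stably expressing tet-inducible CBG68-IkBa fusion and CBR; IMDM/0.5% FBS; cpd up to 46 uM; dox induction, 4 h, 37C/5% CO2; dual luminescence; green/red ratio; MG132 control.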
# Mito fusion act: blocks mitochondrial division or promotes mitochondrial fusion; S. cerevisiae fusion-defective mutant growth rescue, CellTiterGlo 48 h; Potency, µM (series often up to 46.1 µM), for inactives: top-dose growth rescue (activation), actives largely listed as activators; 320,000 tested, 0.23% active;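 further: potency means the concentration at half of the fitted maximal effect; % of control where 0% means no effect; nearly all actives have a fitted effect of over 45% in size; temperature-sensitive fusion mutants such as fzo1-1 at 37 °C on non-fermentable ethanol glycerol medium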
#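 Yeast fusion mutant, YPEG (non-fermentable carbon), compound, 48 h at 37C non-permissive; CellTiterGlo added, 10 min RT, luminescence read. Rescued growth = division inhibition.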
# Eya2 phos inh: inhibitors of human Eya2 phosphatase activity; 330,000 tested, 0.006% active; O00167; Potency, µM (highest dose often 76.9 µM), for the others: at the highest dose activity, negative = inhibition, usual class: inhibitors; recombinant Eya2, OMFP fluorescence dephosphorylation (OMFP is methylfluorescein phosphate); further: potency means the concentration at half of the fitted maximal effect; on the % scale 0 is the no-effect control and ±100 the full control effect
# Target sequence (O00167 whole entry, looked up): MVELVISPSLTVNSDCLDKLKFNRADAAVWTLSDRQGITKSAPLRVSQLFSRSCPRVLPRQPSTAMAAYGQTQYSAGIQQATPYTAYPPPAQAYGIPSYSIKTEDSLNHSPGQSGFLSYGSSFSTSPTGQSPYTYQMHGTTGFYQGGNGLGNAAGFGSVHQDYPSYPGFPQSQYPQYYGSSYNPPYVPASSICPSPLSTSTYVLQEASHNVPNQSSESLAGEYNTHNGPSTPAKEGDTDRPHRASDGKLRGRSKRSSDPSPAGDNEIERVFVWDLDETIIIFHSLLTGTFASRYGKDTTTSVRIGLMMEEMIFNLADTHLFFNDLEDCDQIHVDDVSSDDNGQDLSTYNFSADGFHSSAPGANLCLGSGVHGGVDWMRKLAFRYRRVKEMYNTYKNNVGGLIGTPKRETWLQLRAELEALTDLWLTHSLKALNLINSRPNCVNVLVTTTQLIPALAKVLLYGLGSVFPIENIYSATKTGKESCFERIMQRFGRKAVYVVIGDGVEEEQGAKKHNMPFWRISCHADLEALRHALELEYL
#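 Eya2 (0.2 uM) preincubated 10 min at ambient with compound, then OMFP substrate added at 50 uM; 10 min reaction in 50 mM HEPES pH 7.5, 50 mM NaCl, 5 uM MgCl2, 0.05% BSA, 1 mM DTT. Fluorescence read at Ex 485/Em 525 nm.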
# ASM inhibitor: human S-ASM enzyme inhibition. placental ASM, HMU-PC fluorogenic substrate, 60 min. Potency, µM (titrated, usually from 57.5 µM), without a hit: at the top dose activity change, negative = inhibition, most hits filed as inhibitors. 340,000 tested, 0.006% active; further: potency means the concentration at half of the fitted maximal effect
#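 Fluorogenic HMU-PC substrate (9 uM final) is turned over by placental ASM in 60 min at 37 C after a 10 min compound preincubation. Reaction ended by alkaline stop (pH 10), with fluorescence read at 386/447 nm.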
# TSHR antagonist: antagonists of human thyroid stimulating hormone receptor; TSHR-expressing cells, TSH-stimulated cAMP HTRF, 2 h; active compounds read low; activity change, negative = inhibition, % at 11.5 µM; 330,000 tested, 0.2% active;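 active means activity change below a set negative limit, meaning inhibition stronger than a set level, cut at about -70% in these data; inconclusive means activity change between two set negative limits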; further: on the % scale 0 is the no-effect control and ±100 the full control effect
#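 Freshly harvested TSHR cells receive pin-tooled compound, then EC80 TSH at 4nM final. After 2 hours at 37 deg C, antibody in lysis buffer and cAMP-d2 are added; 30 minutes at ambient temperature precede the HTRF read.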
# Numbers without * were called inactive; ? = inconclusive; nt = not tested or not shown; [ ] = dose if it differs, or a comment. Unless noted, the call rests on the fitted dose curve; in most records, active means well fitted curve in the direction sought with a large enough effect; inconclusive means small, poorly fitted or top-dose-only effect, or another doubt; inactive means no such curve, though single readings can be large; an effect the other way counts as inactive or inconclusive.
SMILES,Tb PFK inh,TCR activator,TSG101-PTAP inh,a7 integrin act,ELG1 repair inh,A-T KAP1 phos,BCR signal inh,Mito fusion act,Eya2 phos inh,ASM inhibitor,TSHR antagonist
Cc1ccc(-n2ccnc(SCC(=O)NCCc3ccccc3)c2=O)cc1F,3%,7%,-5%,18%,0%,3%,-1%,2%,25%,138%[activator],-3
COc1cc(/C=N/Nc2ccc(S(N)(=O)=O)cc2[N+](=O)[O-])cc(OC)c1O,10%,-1%,-1%,9%,9.2µM*,1%,?,-4%,-14%,-5%,-19
COc1ccccc1-c1oc2ccccc2c1-c1ccccc1OC,4%,-8%,-5%,-3%,25%,6%,6%,nt,?,-5%,-4
C/C=C/c1ccc(OCC(O)CN(C)Cc2ccc(SC)cc2)c(OC)c1 (stereo not given),1%,-3%,-4%,-67%[inhibitor],-7%,-2%,1%,-44%[inhibitor],2%,-7%,-9
Cc1[nH]c2ccc(C(=O)OC(C)C(=O)NC3CCCCC3C)cc2c1C (stereo not given),0%,6%,-1%,-9%,?,-7%,-1%,14%,-4%,-6%,-8
COc1ccc(NS(=O)(=O)c2csc(C(=O)Nc3ccccc3)c2)cc1,0%,2%,-2%,-17%,?,4%[11.5 µM],0%,-9%,-2%,-17%,3
O=C(CN1C(=O)CCSc2ccccc21)Nc1ccc2c(c1)OCCO2,-13%,-9%,-2%,8%[7.66 µM],-12%,0%,-3%,1%,17%,5%,10
O=C(CN1C(=O)c2cccc3cccc(c23)C1=O)N1CCCCC1,-3%,-2%[46.1 µM],-4%,6%,-5%,3%,-1%,-6%,4%,5%,-3
CCOC(=O)CS(=O)(=O)c1nc(-c2ccccc2)cc(C(F)(F)F)n1,-11%,4%,-1%,-59%[inhibitor],?,-4%,?,-9%,-6%,-3%,?
Cc1ccc(/C=N/N2CCN(Cc3ccccc3)CC2)cc1,4%,4%,-3%,13%,22%,-5%,1%,19%,-3%,-1%,-3
O=C(O)c1ccc(-c2ccc(Cl)cc2Cl)o1,8%,3%,-11%,-1%,26%,2%,-2%,2%,-6%,8%,-15
Nc1nc(N2CCN(C(=O)c3ccco3)CC2)nc2ccccc12,0%,2%[46.1 µM],-4%,8%,?,1%,12%,-3%,-7%,94%[activator],7
O=C(NCc1ccc2c(c1)OCO2)c1ccc(S(=O)(=O)C(F)F)cc1,0%,7%,-6%,-12%,-23%,-2%,?,7%,-5%,3%,-3
O=C(CSCc1ccc(Cl)cc1)N1CCN(Cc2ccc3c(c2)OCO3)CC1,-5%,-3%[46.1 µM],0%,11%,21µM*,nt,?,?,-5%,2%,-9
Cn1c(CNC(=O)c2ccco2)nnc1SCC(=O)N1CCN(c2ccccc2)CC1,-7%,1%,-2%,3%,-13%,-4%,1%,-1%,2%,11%,-5
C=CCN(Cc1ccc(Cl)s1)C(=O)c1ccc(F)c(S(=O)(=O)N2CCOCC2)c1,0%,-1%[46.1 µM],-1%,-14%,?,0%,0%,nt,-14%,-1%,-11
O=C(O)c1cccc(NC2=Nc3cccc4cccc2c34)c1,6%,2%,0%,0%,?,-4%,-19%,-13%,-5%,47%[activator],-13
Cc1ccc(S(=O)(=O)Cn2nnnc2C(CC(C)C)N2CCN(C3CCCC3)CC2)cc1 (stereo not given),0%,0%,-6%,26%,-2%,0%,-13%,-23%,7%,0%,-6
C=C(C)CNC(=S)Nc1nc2c(cc1C(=O)OCC)CCCC2,1%,-4%[46.1 µM],-1%,-3%,?,1%,-1%,-7%,10%,1%,6
O=C1CC(c2cccc(F)c2)c2c(c3ccccc3[nH]c2=O)O1 (stereo not given),10%,1%,1%,-11%,-18%,5%,3%,6%,-4%,-3%,-28
CCCCN(CC)C(=O)c1cc2cc3ccc(Cl)cc3nc2o1,14%,6%,0%,-3%,?,2%,2%,?,-3%,-4%,7
CCOC(=O)C1=C(CSc2nccn2C)NC(=O)NC1c1ccc(OC)cc1 (stereo not given),2%,-2%,3%,-9%,1%,4%,?,-3%,-16%,5%,3
Cc1ccc(S(=O)(=O)N(Cc2ccccc2)c2ccccc2C(=O)NCc2cccnc2)cc1,1%,-5%,-2%,-24%,-7%,-2%,3%,2%,-15%,3%,63
CCC(C(=O)NCCc1ccccc1OC)n1nc(C)c2c(C)n(-c3ccccc3)nc2c1=O (stereo not given),2%,-4%,-5%,-10%,?,-4%,-28%,-11%,4%,0%,-8
O=C(NNC1=NS(=O)(=O)c2ccccc21)c1ccccc1Cl,4%,5%,-3%,30%,?,-1%,?,-3%,-3%,2%,-9
SMILES,Tb PFK inh,TCR activator,TSG101-PTAP inh,a7 integrin act,ELG1 repair inh,A-T KAP1 phos,BCR signal inh,Mito fusion act,Eya2 phos inh,ASM inhibitor,TSHR antagonist
CCc1ccc2oc(C(=O)Nc3ccc(S(N)(=O)=O)cc3)c(C)c2c1,-5%,3%,-6%,12%,0%,-1%,4%,3%,-2%,2%,31
O=C(CCc1ccc(S(=O)(=O)NCCc2ccccc2)cc1)NCc1ccco1,-5%,-6%[46.1 µM],-3%,2%,-24%,nt,6%,-2%,-6%,2%,0
Cc1cccc(NC(=S)N/N=C/c2c[nH]c3ccccc23)c1,3%,-2%[46.1 µM],-8%,26%,2%,1%,-2%,-8%,-9%,-23%,0
O=C(COC(=O)c1cccnc1)c1ccc(Cl)c(Cl)c1,-22%,-2%,-6%,10%,9%,1%,-3%,-2%,-11%,0%,12
O=C(CSc1ccc([N+](=O)[O-])cc1)Nc1ccccc1N1CCOCC1,0%,-2%,0%,7%,-5%,2%,-1%,nt,-22%,-2%,nt
Cn1c(SCc2ccccc2F)nc2cccnc21,-2%,-3%,-3%,-82%[inhibitor],?,1%,-6%,-2%,5%,6%,-8
Cc1ccc(C(=O)NC2CCCN(c3ccc(C(F)(F)F)cn3)C2)cn1 (stereo not given),-5%,-5%,1%,1%,-17%,-2%,4%,-3%,-2%,-4%,-3
Cn1nc(-c2ccccc2)cc1NC(=O)Nc1ccccc1F,-5%,2%,-1%,-4%,?,-11%,7%,-7%,-9%,-4%,9
CCC(=O)c1ccc(OCC(=O)NCCC2=CCCCC2)c(OC)c1,1%,2%,3%,1%,-18%,-5%,-7%,-5%,0%,-4%,4
Cn1cc([N+](=O)[O-])c(C(=O)NNC(=O)c2ccc([N+](=O)[O-])cc2)n1,-4%,4%,-4%,-11%,-4%,0%,-2%,5%,1%,-2%,1
c1ccc(Cn2c(-c3cccs3)nc3nc4ccccc4nc32)cc1,5%,nt,nt,nt,0%,?,2%,15%,0%,nt,-13
CC(=O)N1CCc2cc(C(=O)CN3CCN(c4cccc(Cl)c4)CC3)ccc21,-25%,6%,0%,4%,?,16%,?,-3%,10%,-3%,-15
CC(=O)C1=C(C)NC(=O)NC1c1ccc(Cl)cc1 (stereo not given),1%,0%,1%,-3%,-8%,0%,5%,-5%,-1%,1%,-1
CCCCNC(=S)NNC(=O)c1cc(C)on1,-11%[0.46 µM],nt,-2%,-2%,-12%,-12%,0%,-9%,-8%,3%,11
Cc1ccc(C)c(OCC(=O)N/N=C/c2c(C)nn(-c3ccccc3)c2Cl)c1C,1%,-8%[46.1 µM],-6%,-7%,0%,1%,-6%,-11%,0%,-2%,13
Cc1oc(-c2ccccc2F)nc1CSCC(=O)NC1CCC(C)CC1 (stereo not given),0%,5%,-1%,12%,?,8%,-15%,18%,-10%,-1%,3
CCN(C(=O)COc1ncnc2ccc(Br)cc12)C1CCS(=O)(=O)C1 (stereo not given),-3%,-17%,-4%,-2%,?,26%,-11%,-1%,4%,0%,nt
CN(C(=O)C1CCC(=O)N(C2CC2)C1)C1CCCCC1 (stereo not given),-10%,-9%,0%,9%,8%,0%,-1%,1%,3%,1%,0
CCOc1ccccc1NC(=O)C(OC(=O)c1cc(C)oc1C)c1ccccc1 (stereo not given),-1%,5%[46.1 µM],3%,-39%,15%,9%,-2%,?,-9%,-5%,-5
Cc1cc(C(=O)Nc2ccccc2C)on1,-12%,-10%,-7%,10%,?,4%,?,-6%,-16%,-5%,4

# From PubChem BioAssay
